TRPC6 activator = activators of mouse TRPC6 channel | HEK293-TRPC6 membrane potential dye fluorescence; stronger effect = higher value | B-score at 10 µM | 310,000 compounds, 0.13% hits;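 active means B-score of the integrated fluorescence ratio above library mean plus 3 SD, and starting fluorescence ratio within library mean plus 5 SD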;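 further: higher score means more depolarization so channel activation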
TRPC4 inh = inhibitors of mouse TRPC4 channel; B-score at 10 µM; HEK293 TRPC4beta/mu-opioid, DAMGO-evoked Fluo4 calcium flux; stronger effect = lower value; AID 2247; 300,000 compounds, 0.39% hits; Q9QUQ5;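 active means B-score over 3 SD under the library average, no early fluorescence shift, positive overall ratio signal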
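Assay system: HEK293 cells with stable TRPC4beta plus mu-opioid receptor expression; Probe or stimulus: DAMGO in two steps, submaximal then maximal; Dosing: single-point compound dosing; Measured by: Fluo4 calcium-dye fluorescence, kinetic read; Read-out basis: B score from integrated Fluo4 fluorescence ratio.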
MrgX1 ag = activates human MrgX1 receptor signaling | AID 588627 | Q96LB2 | B-score at 10 µM | 310,000 compounds, 0.44% hits | MrgX1-HEK293 cells, Fluo-4 calcium fluorescence, agonist mode; stronger effect = higher value;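 active means calcium response B-score plate-corrected fluorescence ratio at least 3 library SD, with starting fluorescence B-score inside 5 SD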
Target sequence (Q96LB2 whole entry, looked up): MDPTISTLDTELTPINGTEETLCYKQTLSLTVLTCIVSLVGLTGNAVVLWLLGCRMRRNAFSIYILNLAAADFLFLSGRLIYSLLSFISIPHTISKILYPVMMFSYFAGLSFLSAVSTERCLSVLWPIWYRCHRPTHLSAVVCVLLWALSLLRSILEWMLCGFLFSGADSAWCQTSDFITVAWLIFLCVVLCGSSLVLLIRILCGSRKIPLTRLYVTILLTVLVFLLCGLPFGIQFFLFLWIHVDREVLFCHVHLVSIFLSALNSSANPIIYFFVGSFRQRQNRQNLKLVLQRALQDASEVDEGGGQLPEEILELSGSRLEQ
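System: HEK293 cells stably expressing human MrgX1 receptor; Dosing: test compound in the initial addition of three; Schedule: overnight plating, then 30 min 37 °C plus 30 min room-temperature dye loading; Detection: kinetic calcium dye fluorescence, Fluo-4 NW; Controls: per-plate positive and negative controls for Z′ factor.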
PolyA inh = blocks polyadenylation in yeast reporter cells; calls only at 12 µM; 300,000 compounds, 0.02% hits; AID 1875; S. cerevisiae SKY197-pL101 polyadenylation reporter, beta-gal luminescence; efflux-impaired pdr1/pdr3 knockout yeast; score 100 = 6 SD above DMSO;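 active means lowest replicate activity score at least 50, where 100 means six control SD above control mean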;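 further: yeast exposed to compound for 9 h at 30 °C; higher score means more reporter readthrough which indicates perturbed polyadenylation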
AI-2 QS mod = Vibrio harveyi AI-2 quorum sensing modulation; 300,000 compounds, 0.4% hits; activity change, % at 7.5 µM; Vibrio harveyi JMH597 AI-2 luminescence/OD600 ratio, 9 h; stronger effect = lower value; strain lacks LuxN and CqsS sensors; 0 = neutral-control median; in the data active means activity change below about -75%, passing the limit was not always enough;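 further: luminescence divided by OD600 gain over 9 h not by final OD600 alone; inactives centre near 13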
TRPC4 potent = allosteric potentiators of mouse TRPC4 channel | 310,000 compounds, 0.42% hits | B-score at 10 µM | Q9QUQ5 | HEK293 TRPC4beta/mu-opioid, DAMGO EC20, Fluo-4 Ca2+ flux; stronger effect = higher value;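 active means B-score of calcium response area above 5 SD of library B-scores, with initial fluorescence ratio within 5 SD of library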;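 further: B-score of integrated fluorescence ratio over time as area under calcium response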
MrgX1 PAM = human MrgX1 positive allosteric modulation, primary screen. Q96LB2. MrgX1-HEK293, Fluo-4 calcium flux, FDSS; stronger effect = higher value. B-score at 10 µM. 310,000 compounds, 0.63% hits;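 active means plate-corrected calcium response at least 3 library SD above typical, normal starting fluorescence, not activating the receptor alone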;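 further: compound read alongside a low EC10 to EC30 dose of BAM8-22 agonist; peak minus trough fluorescence over baseline measured at the second addition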
MrgX1 antag = human MrgX1 receptor antagonism, primary screen. Q96LB2. MRGX1-HEK293 calcium flux, Fluo-4, BAM8-22 antagonism; stronger effect = lower value. B-score at 10 µM. 310,000 compounds, 1.3% hits;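 active means calcium-response B-score plate-corrected more than 3 library SD below zero, starting fluorescence within 5 deviations, no agonist response on first addition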;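 further: peak minus trough fluorescence over baseline after final BAM8-22 challenge near maximal dose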
HIF activator = HIF pathway transcriptional activation; U2OS HRE-luciferase reporter, luminescence; normalized: DMSO 0%, desferrioxamine 100%; 300,000 compounds, 0.32% hits; activation, % at 7.5 µM (by protocol);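 active means mean activation of at least 10% of the iron chelator positive control signal, with at least half of replicates also reaching 10%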
TRPC4 agonist = opens the mouse TRPC4 cation channel; HEK293 TRPC4beta/mu-opioid, Fluo4 calcium fluorescence; stronger effect = higher value; B-score at 10 µM; 310,000 compounds, 0.49% hits; Q9QUQ5;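 active means B-score above 5 SD of library B-scores, and initial fluorescence ratio not above library mean plus 5 SD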;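 further: positive B-score marks a calcium rise read as TRPC4 activation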
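Incubation: 45 min room-temperature Fluo4 loading, 110 s read / System: HEK293 cells stably co-expressing mouse TRPC4beta and mu-opioid receptor / Signal: Fluo4 fluorescence, kinetic / Control set: buffer (low) and maximal DAMGO (high) / Measure: integrated baseline-normalised fluorescence ratio, converted to per-well B score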
TRPC6 inhibitor = inhibitors of mouse TRPC6 channel; Q61143; B-score at 10 µM; HEK293-TRPC6, membrane potential dye, ACh-evoked depolarization; stronger effect = lower value; 310,000 compounds, 1.1% hits;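 active means B-score under library mean minus 3 SD, initial fluorescence not abnormally high, positive integrated signal ratio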;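 further: B-score derived from integrated fluorescence ratio over the kinetic read; more negative B-score means stronger inhibition of depolarization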
Numbers without * were called inactive; i = inactive; nt = no result given.

SMILES | TRPC6 activator | TRPC4 inh | MrgX1 ag | PolyA inh | AI-2 QS mod | TRPC4 potent | MrgX1 PAM | MrgX1 antag | HIF activator | TRPC4 agonist | TRPC6 inhibitor
CC1=C(C(=O)Nc2ccc(C)cc2)C(c2ccco2)NC(=O)N1 (configuration not stated) | i | i | i | i | 1.1 | i | i | i | 0.1 | i | i
Cc1nn(-c2ccccc2)c(N)c1Sc1cccc([N+](=O)[O-])c1 | i | i | i | i | 25.1 | i | i | i | 0.5 | i | i
Cc1cccc(NC(=O)COc2ccc(/C=N\n3cnnc3)cc2)c1 | i | i | i | i | 23.5 | i | i | i | -10.7 | i | i
COC(=O)c1ccc2c(c1)N(Cc1nc(-c3cccc(C)c3)oc1C)C(=O)C1CCCN21 (configuration not stated) | i | i | nt | i | 16.6 | i | nt | nt | -0.2 | i | i
Cc1nnc(NC(=O)C2COc3ccccc3O2)s1 (configuration not stated) | i | i | i | i | 38.9 | i | i | i | 2.3 | i | i
COc1cccc(OC)c1OCCCCN1CCC(Cc2ccccc2)CC1 | i | i | i | i | 20.1 | i | i | i | -0.9 | i | i
Cc1ccc(NC(=S)Nc2cccc3cnccc23)c(C)c1 | i | i | i | i | 6.4 | i | i | i | 1.7 | i | i
CN(C)c1ccc(C(=O)N2CCN(c3cc(C(F)(F)F)nc4ccccc34)CC2)cc1 | i | i | i | i | 13.8 | i | i | i | -3.2 | i | i
O=C(NCCN1CCOCC1)c1ccc(CSCc2cccc(Cl)c2)o1 | i | i | i | i | -1.8 | i | i | i | 0.0 | i | i
O=S(=O)(NCC1(N2CCOCC2)CCCCC1)c1ccc(F)cc1 | i | i | i | i | 32.3 | i | i | i | -0.6 | i | i
CN(Cc1ccccc1)C(NC(=O)c1ccco1)C(Cl)(Cl)Cl (configuration not stated) | i | i | i | i | 19.0 | i | 6.62* | i | 0.0 | i | i
COCC(C)N=C1SCCN1Cc1ccccc1 (configuration not stated) | i | i | i | i | 21.3 | i | i | i | 0.0 | i | i
O=[N+]([O-])c1cccc(NC(=S)N2CCCC2)c1 | i | i | i | nt | 20.3 | i | i | i | nt | i | i
Cc1ccc(C(Sc2ccccc2)C(Cn2cncn2)C(=O)c2ccccc2)cc1 (configuration not stated) | i | i | i | i | 12.1 | i | i | i | -0.2 | i | i
CCCSc1nnc(CSc2nc(C)cc(C)n2)n1C | i | i | i | i | 21.8 | i | i | i | 0.3 | i | i
CCN(C(=O)C1CCN(S(=O)(=O)c2ccc3c(c2)oc(=O)n3C)CC1)c1cccc(C)c1 | i | i | i | i | 17.9 | i | i | i | -0.2 | i | i
CCc1ccccc1N1CSC2=C(C#N)C(c3ccccc3F)CC(=O)N2C1 (configuration not stated) | i | i | i | i | 6.0 | i | i | i | -0.5 | i | i
O=C(CN1C(=O)NC(c2ccccc2)(c2ccccc2)C1=O)Nc1ccc2[nH]c(=O)[nH]c2c1 | i | i | i | i | 27.3 | i | i | i | -0.1 | i | i
CC1(C)CC(=O)N(CC(=O)O)c2ccccc2S1(=O)=O | i | i | i | i | 13.8 | i | i | i | 0.1 | i | i
O=C(NCc1ccc2c(c1)OCO2)c1cc(Cl)ccc1Cl | i | i | i | i | 7.4 | i | i | i | 0.5 | i | i
CCN1C(=O)c2ccc(C(=O)Nc3ncc(C)s3)cc2C1=O | i | i | i | i | 10.8 | i | i | i | 0.9 | i | i
COc1ccccc1CNC(=O)CSc1ccc(-c2cccs2)nn1 | i | i | i | i | 18.3 | i | i | i | 0.2 | i | i
O=C(Nc1ccccc1)C(=O)Nc1ccccn1 | i | i | i | i | 14.1 | i | i | i | -3.1 | i | i
O=c1[nH]c(CSc2nc3ccccc3s2)nc2cc(Cl)ccc12 | i | i | i | i | -1.5 | i | i | i | 1.9 | i | i
S=C(Nc1ccccc1)N1CCN(C/C=C/c2ccccc2)CC1 | i | nt | i | i | 12.3 | i | i | i | -0.2 | i | i
COc1ccc(NC(=O)/C(C#N)=C/c2ccc3c(c2)n(C)c(=O)n3C)cc1 | i | i | i | i | 2.5 | i | i | i | -0.7 | i | i
CC1CN(C(=O)c2ccc(S(=O)(=O)Nc3ccccc3F)cc2)CC(C)O1 (configuration not stated) | i | i | i | i | 11.5 | i | i | i | -2.9 | i | i
O=C1CCN(S(=O)(=O)c2ccccc2)CCN1CCOCc1ccc(Cl)cc1 | i | i | i | i | 3.9 | i | i | i | 0.2 | i | i
CN(CCc1ccccn1)C(=O)c1cccnc1Oc1ccc(Cl)cc1 | i | i | i | i | 5.4 | i | i | i | 1.2 | i | i
COc1cc(NC(=O)c2cccc(F)c2)cc(OC)c1OC | i | i | i | i | 4.5 | i | i | i | -0.4 | i | i
O=C(Nc1ccccc1)N1CCCC(c2nc(-c3ccc(F)cc3)no2)C1 (configuration not stated) | i | i | i | i | 14.7 | i | i | i | -0.1 | i | i
Cc1cccc(Cn2c(SCC(=O)Nc3ccccc3)nc3c2c(=O)[nH]c(=O)n3C)c1 | i | i | i | nt | 25.6 | i | i | i | 0.0 | i | i
CC(=O)N1c2ccccc2-c2nc3ccccc3n2C1C (configuration not stated) | i | i | i | i | 23.9 | i | i | i | -0.6 | i | i
Cc1ccc(CNC(=O)CCC2CCCN(C(=O)CCC(F)(F)F)C2)o1 (configuration not stated) | i | i | i | i | 77.3 | i | i | i | 0.0 | i | i
C=CCn1c2[n+](c3ccccc3c1=O)CCCCC2 | i | nt | i | i | 5.8 | i | i | i | 0.2 | i | i
Cc1c(C(=O)N2CCc3ccccc3C2)sc2nc(-c3ccccc3)cn12 | i | i | i | i | -5.3 | i | i | i | 0.3 | i | i
O=C(CN1C(=O)S/C(=C\c2cc(Cl)c(O)c(Cl)c2)C1=O)Nc1ccccc1 | i | i | 27.3* | i | -17.2 | i | i | i | -1.7 | i | i
Cc1ccc(/C=C2\SC(=S)N(C3CCS(=O)(=O)C3)C2=O)cc1 (configuration not stated) | i | i | i | i | 0.5 | i | i | i | 0.0 | i | i
CCOc1ccccc1NC(=O)N1CCC(C(=O)c2ccc(F)cc2)CC1 | i | i | i | i | 13.9 | i | i | i | 0.7 | i | i
CNS(=O)(=O)c1ccc2nc(NC(=O)c3ccc(N4C(=O)CCC4=O)cc3)sc2c1 | i | i | i | i | 22.7 | i | i | i | 0.1 | i | i
CC(OC(=O)c1cccc(-n2cnnn2)c1)C(=O)Nc1ccc(N(C)C)cc1 (configuration not stated) | i | i | i | i | 8.7 | i | i | i | -0.7 | i | i
COc1ccc(CNC(=O)COC(=O)CC2CCCC2)cc1 | i | i | i | i | 10.3 | i | i | i | 0.3 | i | i
NC(=O)c1cccc(CC(=O)c2ccccc2)c1 | i | i | i | i | 6.2 | i | i | i | -0.1 | i | i
Cc1ccc(C(=O)CN(C(=O)c2ccc(Cl)c(Cl)c2)N2C(=O)C3CCCCC3C2=O)cc1C (configuration not stated) | i | i | i | i | 19.1 | i | i | i | -0.4 | i | i
CCN(CC)S(=O)(=O)c1ccc(Cl)c(C(=O)NC2CCN(Cc3ccccc3)CC2)c1 | i | i | i | i | 12.4 | i | i | i | -1.8 | i | i
CC(=O)Nc1sc(N/N=C\c2ccco2)nc1-c1cccs1 | i | i | i | i | 12.9 | i | i | i | 0.1 | i | i
CCCc1ccccc1OCCNC(C)=O | i | i | i | i | 28.8 | i | i | i | 0.2 | i | i
O=C(Nc1ccc(Cl)cn1)c1cccnc1 | i | i | i | i | 46.6 | i | i | i | 1.6 | i | i
Cc1cccc(NC(=O)CSc2nc(=O)n(CCCN3CCOCC3)c3c2CCCC3)c1 | i | i | i | i | 25.8 | i | i | i | -0.2 | i | i
O=C(NCc1ccccc1)c1ccc(CS(=O)(=O)c2ccccc2)o1 | i | i | i | i | 15.8 | i | i | i | 0.0 | i | i
O=C(NC(Cc1ccccc1)C(=O)Oc1ccc2c(C(F)(F)F)cc(=O)oc2c1)OCc1ccccc1 (configuration not stated) | i | i | i | i | 30.2 | i | 8.4* | i | 0.1 | i | i
C1=CCC(CN2CCNCC2)CC1 (configuration not stated) | i | i | i | i | 18.4 | i | i | i | 0.0 | i | i
COc1ccc(CC(=O)OCC(=O)Nc2ncc(Cl)cc2Cl)cc1OC | i | i | i | i | 5.2 | i | i | i | -0.4 | i | i
CC(=O)Nc1ccc(NC(=O)c2ccccc2CC[N+](=O)[O-])cc1 | i | i | i | i | -0.5 | i | i | i | -0.3 | i | i
CC(C)c1nnc(NC(=O)C2CCCN2C(=O)Nc2cccc(Cl)c2)s1 (configuration not stated) | i | i | i | i | 5.3 | i | i | i | -0.4 | i | i
COc1ccc(C(=O)NC(=S)N(C)Cc2ccccc2)cc1Br | i | i | i | i | 39.3 | i | i | i | 0.2 | i | i
CCOc1ccc(/C=N/NC2=NCCCCC2)cc1 | i | i | i | i | 18.4 | i | i | i | 0.0 | i | i
O=C(Nc1cc2c(cc1C(=O)O)OCCCO2)c1ccc(F)cc1F | i | i | i | i | 10.8 | i | i | i | -0.2 | i | i
O=C(CCCn1c(=S)[nH]c2cc3c(cc2c1=O)OCO3)N1CCN(c2ncccn2)CC1 | i | i | i | i | 36.8 | i | i | i | 1.0 | i | i
C#CCOC(=O)C1C2C=CC(C2)C1C(=O)O (configuration not stated) | i | i | i | i | 30.4 | i | i | i | 0.1 | i | i

Next section:
SMILES | TRPC6 activator | TRPC4 inh | MrgX1 ag | PolyA inh | AI-2 QS mod | TRPC4 potent | MrgX1 PAM | MrgX1 antag | HIF activator | TRPC4 agonist | TRPC6 inhibitor
NC(=O)c1ccc(=O)n(Cc2ccc(Cl)cc2Cl)c1 | i | i | i | i | 7.9 | i | i | i | 0.0 | i | i
O=Cc1ccc(Oc2ccc(F)cc2)nc1 | i | i | i | i | 21.7 | i | i | -4.52* | 0.2 | i | i
Cc1cccc(C)c1NC(=O)Cn1nnc(-c2ccc(N3CCOCC3)cc2)n1 | i | i | i | i | 0.3 | i | i | i | -1.4 | i | i
COCc1cc(C)nc(SCC(=O)Oc2ccccc2)c1C#N | i | i | i | i | -12.0 | i | i | i | 0.6 | i | i

Assay outcomes deposited in PubChem BioAssay by several laboratories.

Not all compounds are listed. The share of hits here may be higher or lower than overall.
